EBV gp42 block = blocks Epstein-Barr virus glycoprotein 42 binding | Fluorescence polarization binding assay, mP read-out | 220,000 compounds, 0.42% hits | inhibition, % (tested at 21.74 µM) | Q1HVG2; in the data active means inhibition above about 50%
p47phox inh = p47phox (human) inhibition; 220,000 compounds, 0.53% hits; p47phox/p22phox peptide binding, fluorescence polarization, 2 h; inhibition, % at 24.7 µM;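 active means inhibition above about 30%, limit read from the data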;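 further: 0% = p47phox with labelled peptide and 100% = labelled peptide alone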
MDM2 E3 inh = Mdm2 E3 ligase (human) inhibition; cell-based MDM2 ubiquitination luciferase reporter, 2 h; 0 = plate control, 100 = twice control, blank-subtracted; signal enhancement, % at 5 µM; 210,000 compounds, 0.11% hits; AID 1230;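 active means signal enhancement of 30% or more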;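 further: luminescence tracks abundance of the self-degrading MDM2-luciferase fusion protein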
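Assay system: stable mammalian line carrying autodegrading MDM2–luciferase fusion reporter; Input: 2000 cells in each well; Compound dosing: single-point 5 µM; Schedule: 2 h compound exposure at 37 °C; Signal: SteadyLite luciferase luminescence after 15 min room-temperature reagent incubation; Evaluation: % luminescence enhancement versus blank-corrected plate control mean; Benchmarks: plate controls and plate blanks.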
14-3-3 Bad inh = disrupts binding of bovine 14-3-3 zeta to phospho-Bad peptide; P63103; TR-FRET 14-3-3zeta/Dy647-pBad peptide displacement, 1 h; inhibition, % at 21.7 µM; 220,000 compounds, 0.71% hits; AID 781;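 active means inhibition above about 70%, limit read from the data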;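 further: 0% = full 14-3-3 plus peptide FRET controls and 100% = background without 14-3-3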
Target sequence (P63103 whole entry, looked up): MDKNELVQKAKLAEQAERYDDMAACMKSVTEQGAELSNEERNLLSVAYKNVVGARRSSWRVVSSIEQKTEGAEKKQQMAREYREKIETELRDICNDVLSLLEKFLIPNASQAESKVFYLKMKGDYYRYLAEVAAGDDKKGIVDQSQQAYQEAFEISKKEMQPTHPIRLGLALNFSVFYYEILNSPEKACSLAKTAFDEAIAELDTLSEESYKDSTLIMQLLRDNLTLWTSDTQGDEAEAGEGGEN
TbHK1 inh = blocks Trypanosoma brucei hexokinase 1 activity; recombinant TbHK1, G6PDH-coupled NADH A340; inhibition, % at 10 µM; 220,000 compounds, 0.11% hits; AID 1430;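 active means inhibition of 50% or more in the single-dose primary screen; inactive means inhibition below 50%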
Runt-SMMHC FRET = blocks binding of human RUNX1 Runt domain to CBFb-SMMHC; Q01196+Q13951; Cerulean-Runt/Venus-CBFb-SMMHC FRET ratio 530/480, 1 h; inhibition, % at 20 µM; 220,000 compounds, 0.74% hits;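 active means mean inhibition across duplicate retests at 20 µM reaching about 50%, limit read from the data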;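 further: 0% = DMSO wells and 100% = wells with excess untagged CBFb-SMMHC; inhibitors lower the FRET ratio by blocking Runt binding to CBFb-SMMHC; some results filed as inactive read as strong as hits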
Target sequence (Q01196 whole entry, looked up, the tested form may be a part): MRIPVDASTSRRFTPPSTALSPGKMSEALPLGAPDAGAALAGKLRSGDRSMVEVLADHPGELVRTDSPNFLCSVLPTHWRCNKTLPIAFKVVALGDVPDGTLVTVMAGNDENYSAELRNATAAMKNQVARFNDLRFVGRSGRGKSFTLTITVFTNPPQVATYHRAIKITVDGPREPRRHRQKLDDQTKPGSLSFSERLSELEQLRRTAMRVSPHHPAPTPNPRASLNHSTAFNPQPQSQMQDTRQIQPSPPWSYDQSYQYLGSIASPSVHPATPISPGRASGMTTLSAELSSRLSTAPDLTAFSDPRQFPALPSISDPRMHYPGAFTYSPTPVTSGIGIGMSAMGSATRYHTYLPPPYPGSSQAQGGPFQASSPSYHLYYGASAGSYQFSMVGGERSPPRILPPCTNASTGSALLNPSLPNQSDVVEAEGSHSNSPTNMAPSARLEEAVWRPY
Target sequence (Q13951 whole entry, looked up, the tested form may be a part): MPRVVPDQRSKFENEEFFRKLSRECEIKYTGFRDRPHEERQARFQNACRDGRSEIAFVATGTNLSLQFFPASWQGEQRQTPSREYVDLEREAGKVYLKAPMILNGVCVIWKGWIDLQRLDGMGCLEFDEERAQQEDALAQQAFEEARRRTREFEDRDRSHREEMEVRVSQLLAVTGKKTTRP
Hck-Nef inh = blocks Nef-activated human Hck kinase; P08631; Recombinant Hck-YEEI plus Nef, Z-Lyte FRET kinase assay; inhibition, % at 20 µM; 220,000 compounds, 0.68% hits;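 active means Hck-Nef kinase inhibition above about 50%, limit read from the data; inactive means inhibition below that limit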;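 further: 0% = DMSO with Hck plus Nef and 100% = Hck alone without Nef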
Runt-CBFb FRET = Runt domain-CBFb interaction inhibition | Q01196+Q13951 | Cerulean-Runt/Venus-CBFb FRET ratio 530/480, 1 h | inhibition, % at 20 µM | 220,000 compounds, 0.46% hits | AID 1496;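 active means inhibition over about 50% at 20 µM in the single-dose screen, limit read from the data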;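 further: 0% = DMSO wells and 100% = excess unlabeled CBFb competitor control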
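Buffer or medium: Tris pH 7.5 buffer with BSA. Assay system: Cerulean-labeled Runt domain protein. Amount: each fluorescent fusion protein 100 nM. Read-out basis: loss of energy transfer signal. Incubation: 1 h compound exposure, room temperature. Probe or stimulus: Venus-CBFb binding partner, 100 nM. Detection: FRET, excitation 422 nm, emission at 530 and 480 nm.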
L929 necroptosis = L929 zVAD cell death inhibition. 220,000 compounds, 0.38% hits. viability rescue, % at 10 µM. L929 zVAD necroptosis rescue, ATP luminescence, 24 h; with zVAD 60 µM;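 active means activation, scaled between plate controls, above about 75%, limit read from the data; inactive means activation under that limit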;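 further: 0% = zVAD with DMSO and 100% = DMSO alone without zVAD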
* marks the source's active call; other numbers are inactive results; nt = no result given; & = joins results of further samples; [ ] = dose if it differs, or a comment.

Fields: Hck-Nef inh, EBV gp42 block, 14-3-3 Bad inh, Runt-CBFb FRET, MDM2 E3 inh, L929 necroptosis, TbHK1 inh, p47phox inh, Runt-SMMHC FRET
O=C(CSc1n[nH]c(=O)[nH]c1=O)Nc1ccccc1C(=O)c1ccccc1
    -5, -6, -3, 4, -6, -0.9, -1, -4, 1
CCCCN(CCCC)CCNC(=O)CNC(=O)c1cccs1
    1, -23, -38[fluorescence artefact?], 2, -18, 0.0, -1, 3, -3
COc1ccc(C)cc1NC(=O)NCCC1=CCCCC1
    -1, -20, -1, 0, -15, -0.3, 6, -18, -5
C/C(=N/N1CCN(c2ccccc2)CC1)c1cccc([N+](=O)[O-])c1
    8, 1, -8, -2, 9, 0.5, -7, 2, 2
COc1cc(C2C3CN(C)CC=C3C(C#N)=C(N)C2(C#N)C#N)ccc1OC(C)C (stereo not given)
    6, 10, -10[fluorescence artefact?], 88*, -10, -0.6, -4, -13, 39
Cc1ccc(C(=O)SC2=NCCS2)cc1
    -1, 1, -4, -1, 3, 0.1, -3, -10, -5
Cc1cc(C)nc(/N=C2\NC(=O)CC3C(=O)NCCN23)n1 (stereo not given)
    0, -6, 2, -1, -2, 1.5, 2, -4, 0
O=C(O)C(C(=O)O)=C1C2CC3CC(C2)CC1C3
    26, -19, 1, 1, -13, 1.4, -5, -3, 2
COc1ccc(-c2nc(C(=O)O)cs2)cc1OC
    17, -15, -1, 0, -14, 0.6, -10, 1, -1
O=C(c1ccc(Cl)cc1)N1CCCCC(Cl)C1=O (stereo not given)
    19, -1, 14, 1, -21, 0.7, 3, 0, -3
S=c1[nH]nc(-c2cccs2)n1/N=C/c1cn(-c2ccccc2)nc1-c1ccccc1
    12, -18, -8, 5, -1, 1.8, -16, -22, -1
COc1ccc(/C=C2\SC(=S)N(NC(=O)c3csc4c3CCCC4)C2=O)cc1
    2, -16, -8, -1, -4, 0.0, -5, -28, -12
CC1(C)CC(=O)C(C2=NC3(CCCCCC3)Cc3ccccc32)=C(O)C1
    11, -20, 3, 2, 6, 0.4, -16, -16, -4
CCOC(=O)CCCNC(=O)CN1C(=O)NC2(CCCCCC2)C1=O
    0, -3, -6, 0, -3, 2.1, -2, -12, 3
O=C(NCc1ccccn1)C1CCCN(S(=O)(=O)c2ccccc2)C1 (stereo not given)
    10, -6, 1, -1, -1, -1.0, -1, -9, -1
COC(=O)c1ccccc1C(=O)N1CCOCCOCCOCC1
    0, -8, -23[fluorescence artefact?], 0, -3, 0.5, 39, 4, 1
CC(=O)c1cccc(NC(=O)N2C3CCC2CC(NC(=O)C2CC2)C3)c1 (stereo not given)
    12, -19, 1, 0, -89, -1.0, 2, -6, -3
COc1ccc2c(c1)c(CC(=O)Nc1ccccc1OC)c(C)n2C(=O)c1ccc(Cl)cc1
    0, -22, -7, 0, -8, -0.7, -4, -41, 0
CCC1C(=O)N=C(SCC(=O)Nc2cccc3ccccc23)NC1=O (stereo not given)
    -2, -18, -10, 2, -1, 0.2, -2, 4, 0
CCOC(=O)Cn1c(-c2ccccc2)nc2ccccc2c1=O
    1, -11, -2, -1, -4, -0.3, -3, -11, -1
O=[N+]([O-])c1ccc(N2CCN(C(=S)Nc3ccccc3)CC2)cc1
    21, -17, -14, 0, 4, 1.6, -3, -7, 0
Cc1c(C#N)c(N)nc2c3c(sc12)NC(=O)CC3c1ccc(F)cc1 (stereo not given)
    16, -11, 40[fluorescence artefact?], 0, 1, -0.2, -4, -14, 4
Cc1[nH]c2ccccc2c1-c1nc2ccccc2[nH]1
    2, 0, -4, -1, -17, 0.4, -2, -22, 3
C=CCn1cnc2sc(C(=O)Nc3ccccc3OC)c(C)c2c1=O
    17, -18, -13, 3, 8, 1.9, -2, 15, -1
CCCCC(c1nnnn1CCOC)N1CCN(C)CC1 (stereo not given)
    6, -2, 42[fluorescence artefact?], -1, 0, 0.2, 7, 0, 1
C1CCc2nnc(-c3nnc4n3CCCCC4)n2CC1
    1, -21, -10[fluorescence artefact?], 1, 0, 0.2, -7, -4, -3
CCOC(=O)C1=C(N)n2c(s/c(=C\c3cccs3)c2=O)=C(C(=O)OCC)C1c1cccs1 (stereo not given)
    0, -4, 0, -67, -15, 0.3, -16, -19, -165
CC(=O)C1=C(O)C(=O)N(c2ccc(Br)cn2)C1c1ccc(Br)cc1 (stereo not given)
    21, -3, 6, -1, -6, 0.3, -37, -5, 2
CCCCN(CC)S(=O)(=O)c1ccc2c(c1)n(C)c(=O)c(=O)n2C
    24, -5, 2, 0, 5, -0.8, -9, -5, 3
COc1ccc(-c2cc(C(F)(F)F)nc(SCC(=O)Nc3ccc4c(c3)OCO4)n2)cc1OC
    3, 14, 16, -2, -3, 0.1, -16, 10, 1

An excerpt from above in order of length of the SMILES, low to high:
Fields: Hck-Nef inh, EBV gp42 block, 14-3-3 Bad inh, Runt-CBFb FRET, MDM2 E3 inh, L929 necroptosis, TbHK1 inh, p47phox inh, Runt-SMMHC FRET
CCCCC(c1nnnn1CCOC)N1CCN(C)CC1 (stereo not given)
    6, -2, 42[fluorescence artefact?], -1, 0, 0.2, 7, 0, 1
C1CCc2nnc(-c3nnc4n3CCCCC4)n2CC1
    1, -21, -10[fluorescence artefact?], 1, 0, 0.2, -7, -4, -3
O=C(c1ccc(Cl)cc1)N1CCCCC(Cl)C1=O (stereo not given)
    19, -1, 14, 1, -21, 0.7, 3, 0, -3
CCCCN(CCCC)CCNC(=O)CNC(=O)c1cccs1
    1, -23, -38[fluorescence artefact?], 2, -18, 0.0, -1, 3, -3
Cc1[nH]c2ccccc2c1-c1nc2ccccc2[nH]1
    2, 0, -4, -1, -17, 0.4, -2, -22, 3
Cc1cc(C)nc(/N=C2\NC(=O)CC3C(=O)NCCN23)n1 (stereo not given)
    0, -6, 2, -1, -2, 1.5, 2, -4, 0
CCC1C(=O)N=C(SCC(=O)Nc2cccc3ccccc23)NC1=O (stereo not given)
    -2, -18, -10, 2, -1, 0.2, -2, 4, 0
O=C(NCc1ccccn1)C1CCCN(S(=O)(=O)c2ccccc2)C1 (stereo not given)
    10, -6, 1, -1, -1, -1.0, -1, -9, -1
Cc1c(C#N)c(N)nc2c3c(sc12)NC(=O)CC3c1ccc(F)cc1 (stereo not given)
    16, -11, 40[fluorescence artefact?], 0, 1, -0.2, -4, -14, 4
CCCCN(CC)S(=O)(=O)c1ccc2c(c1)n(C)c(=O)c(=O)n2C
    24, -5, 2, 0, 5, -0.8, -9, -5, 3
CC1(C)CC(=O)C(C2=NC3(CCCCCC3)Cc3ccccc32)=C(O)C1
    11, -20, 3, 2, 6, 0.4, -16, -16, -4
C/C(=N/N1CCN(c2ccccc2)CC1)c1cccc([N+](=O)[O-])c1
    8, 1, -8, -2, 9, 0.5, -7, 2, 2
O=C(CSc1n[nH]c(=O)[nH]c1=O)Nc1ccccc1C(=O)c1ccccc1
    -5, -6, -3, 4, -6, -0.9, -1, -4, 1
COc1cc(C2C3CN(C)CC=C3C(C#N)=C(N)C2(C#N)C#N)ccc1OC(C)C (stereo not given)
    6, 10, -10[fluorescence artefact?], 88*, -10, -0.6, -4, -13, 39
S=c1[nH]nc(-c2cccs2)n1/N=C/c1cn(-c2ccccc2)nc1-c1ccccc1
    12, -18, -8, 5, -1, 1.8, -16, -22, -1
COc1ccc2c(c1)c(CC(=O)Nc1ccccc1OC)c(C)n2C(=O)c1ccc(Cl)cc1
    0, -22, -7, 0, -8, -0.7, -4, -41, 0

The listing continues.
Fields: Hck-Nef inh, EBV gp42 block, 14-3-3 Bad inh, Runt-CBFb FRET, MDM2 E3 inh, L929 necroptosis, TbHK1 inh, p47phox inh, Runt-SMMHC FRET
Cc1ccccc1C(=O)NC(=S)Nc1ccc2[nH]c(=O)[nH]c2c1
    23, 3, -6, 3, -19, 76*, -11, 1, 5
CC(C)Nc1nnc(Sc2ccc(Cl)cc2[N+](=O)[O-])s1
    0, 7, -11, 1, -8, 1.2, -1, -10, -3
COc1ccc2cc(C(=O)C3CCCN(C(=O)CCc4ccccn4)C3)ccc2c1 (stereo not given)
    18, -8, 8, -1, -11, 1.2, -15, -2, 0
Cc1ccc(-n2c(O)c(/C=N/n3cnnc3)c3ccccc3c2=O)cc1
    5&2, 9&-11, 65, -1&-5, 2&-1, 1.0&0.2, -14&-14, 0&-21, -7&10
CCC(C)n1c(/C=C/c2ccccc2)nc2ccccc21 (stereo not given)
    5, 7, 16, -1, -1, -0.4, -27, -15, -2
O=C(NCc1ccccc1Cl)c1cc([N+](=O)[O-])ccc1Cl
    20, -9, -2, 1, -8, 1.1, 0, 1, -7
CCc1nc(SCC(=O)NCc2ccco2)c2c(=O)n(C)c(=O)n(C)c2n1
    21, -16, 1, 4, -16, -0.2, -3, -6, 1
O=C(OC1CCCCC1)c1ccc(NC(=O)C2CCCCC2)cc1
    0, -21, 10, 0, -7, 2.8, 1, -4, -1
N#C/C(=C/c1cccn1-c1cccc(C(=O)O)c1)c1ccc(F)cc1
    7, 11, 2, 1, -13, 0.8, -5, -10, 1
COc1ccc(OC)c(S(=O)(=O)NCc2cn3c(C)csc3n2)c1
    -1, -17, 6, -1, -6, 1.1, -1, -10, -5
COCCn1c(SCC(=O)Nc2ccc(OC)cc2)nc2c(oc3ccccc32)c1=O
    19, -12, 24, -3, -20, -0.6, -10, 14, 1
Cc1ccc(C(=O)Nc2ccccc2N2CCCCC2)cc1[N+](=O)[O-]
    25, -7, -6, -2, -16, -0.8, 8, -1, -2
COC(=O)c1ccc(CN2CCC(CO)(Cc3ccc(OC)cc3)CC2)cc1
    -10, 5, -6, 2, -18, -0.4, 1, 0, -1
CCOC(=O)c1nn(-c2ccccc2)c(=O)cc1SC1CCCCC1
    7, -9, -3, -1, -2, 2.4, 0, -15, 4
O=C(Nc1ccc(Cl)cc1)c1csc(-c2ccccc2)n1
    1, -8, -3, -1, 0, 0.3, -1, -3, -8
O=C(NNC(=O)c1cnccn1)c1ccc(Cl)cc1
    5, -25, 2, 3, -9, -0.1, -20, -1, -7
Cc1sc2ncnc(SC(C)C(=O)N3c4ccccc4Sc4ccccc43)c2c1C (stereo not given)
    3, 3, 10, 10, -2, 1.2, -2, -1, 0
O=C(C1CCCN(S(=O)(=O)c2cccc3nonc23)C1)N1CCC(Cc2ccccc2)CC1 (stereo not given)
    2, -28, -12, -2, -2, 1.1, -5, -47, 3
COc1ccccc1NC(=O)c1ccccc1NS(=O)(=O)N1CCCC1
    -1, -14, -10, -2, -13, 0.5, -9, -11, -2
CC1CC(CN)CC(CO)C1 (stereo not given)
    15, -20, -11, -2, 2, 3.9, -4, 1, 0
CCCCn1c(SCc2cc(=O)[nH]c3ccccc23)nc2c1c(=O)n(C)c(=O)n2C
    4, -13, 4, -1, nt, 0.0, -6, -6, -1
CC12CN(C(=O)c3ccccc3)C3(C#N)CC1CCC23C (stereo not given)
    1, -13, 9, 1, -26, 0.3, -4, -6, -4
O=C(N/N=C/c1ccc(Br)s1)c1ccccn1
    0, -37, -3, 0, nt, 0.2, -36, -7, 1
